Assay outcomes: PubChem, several laboratories
GPR7 antagonist: antagonists of human GPR7 (neuropeptides B/W receptor 1); P48145; GPR7-expressing cells, fluorescence antagonist assay; inhibition, % at 4.4 µM; actives 1.1% (n = 290,000); AID 1861; in the data active means inhibition above about 16%, passing the limit was not always enough;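 further: cells stimulated with the agonist NPW; 0% = agonist with vehicle and 100% = vehicle without agonist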
MEKK3 PB1 HTS: MEKK3-MEK5 PB1 interaction, increase or decrease; bead-based flow cytometry, Alexa488-MEK5 binding to MEKK3; actives lie on both sides; 0 = blocked by unlabeled MEK5, 100 = vehicle; binding response (% of control), % at 10 µM; actives 1.4% (n = 290,000); Q99759;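 active means binding response more than 3 SD above or below the average of its plate-row segment, actives on both sides; inconclusive means wells at one plate position flagged as instrument error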;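 further: Alexa488 bead fluorescence after subtracting the streptavidin-only scavenger bead signal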
Target sequence (Q99759 whole entry, looked up): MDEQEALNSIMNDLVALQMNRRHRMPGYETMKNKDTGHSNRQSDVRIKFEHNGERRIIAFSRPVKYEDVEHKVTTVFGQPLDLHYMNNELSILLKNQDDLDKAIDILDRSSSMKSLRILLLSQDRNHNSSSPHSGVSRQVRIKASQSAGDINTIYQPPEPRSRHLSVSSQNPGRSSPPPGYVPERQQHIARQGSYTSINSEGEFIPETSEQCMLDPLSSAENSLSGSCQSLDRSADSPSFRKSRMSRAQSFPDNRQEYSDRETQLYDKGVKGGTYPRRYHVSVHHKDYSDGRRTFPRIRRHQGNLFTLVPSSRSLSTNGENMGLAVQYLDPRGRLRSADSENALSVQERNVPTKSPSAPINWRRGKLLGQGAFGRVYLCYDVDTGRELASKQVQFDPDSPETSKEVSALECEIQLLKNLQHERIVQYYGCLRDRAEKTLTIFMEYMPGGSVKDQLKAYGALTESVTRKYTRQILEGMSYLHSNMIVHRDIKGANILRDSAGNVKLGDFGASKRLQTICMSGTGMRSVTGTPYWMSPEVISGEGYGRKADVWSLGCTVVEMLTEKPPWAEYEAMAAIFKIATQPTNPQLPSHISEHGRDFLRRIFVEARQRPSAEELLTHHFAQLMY
MEKK2 WT-MEK5: raises or lowers MEK5 binding to wildtype human MEKK2 PB1 domain. bead flow cytometry, Alexa488-MEK5 binding to MEKK2 WT; actives lie on both sides. binding response (% of control), % at 10 µM. actives 1.1% (n = 290,000). AID 1531; in the data active means binding response below about 67% or above about 130%; inconclusive means no clear call, values can overlap the other calls; inactive means in between
FID counter: displaces DNA intercalator in HCV helicase counter-screen. DNA fluorescent intercalator displacement, fluorescence. inhibition, % at 7.9 µM. actives 0.17% (n = 290,000); in the data active means inhibition above about 37%;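 further: 0% = vehicle and 100% = reference compound; higher means more ethidium bromide displaced from hairpin DNA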
PHOSPHO1 block: PHOSPHO1 (human) inhibition. Q8TCT1. AID 1565. inhibition, % at 13.3 µM. recombinant PHOSPHO1, absorbance phosphatase assay. actives 1.1% (n = 290,000); in the data active means inhibition above about 60%
Target sequence (Q8TCT1 whole entry, looked up): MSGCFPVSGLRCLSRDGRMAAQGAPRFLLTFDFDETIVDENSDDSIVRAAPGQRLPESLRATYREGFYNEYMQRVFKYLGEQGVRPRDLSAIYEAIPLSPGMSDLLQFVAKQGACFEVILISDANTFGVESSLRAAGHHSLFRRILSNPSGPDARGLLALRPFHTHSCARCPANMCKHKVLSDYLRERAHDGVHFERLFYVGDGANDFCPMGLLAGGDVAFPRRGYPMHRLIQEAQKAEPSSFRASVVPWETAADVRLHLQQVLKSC
OXTR ag: agonists of human oxytocin receptor. CHO-OTR cells, Fluo-8 calcium fluorescence; normalized: DMSO 0%, oxytocin 100%. AID 2435. activation, % at 3 µM. P30559. actives 0.32% (n = 320,000);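 active means activation above the mean of all tested compounds plus 3 SD, cutoff set per screening run, cut at about 20% in these data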;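 further: peak over basal fluorescence ratio from a 100 s FLIPR kinetic read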
PfM18AAP inh: blocks P. falciparum M18 aspartyl aminopeptidase | AID 1822 | inhibition, % at 7.35 µM | actives 1.2% (n = 290,000) | recombinant PfM18AAP, H-Glu-NHMec fluorogenic cleavage;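 active means inhibition above the campaign mean inhibition over all tested compounds plus 3 SD, cut at about 28% in these data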;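 further: 0% = plate median of test compound wells and 100% = 2 mM ZnCl2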
MEKK2 mut-MEK5: signal of MEK5 binding to mutant human MEKK2 PB1 domain; bead flow cytometry, Alexa488-MEK5 binding to MEKK2 mutant; percent response, % at 10 µM; actives 0.35% (n = 290,000); AID 1530; in the data active means percent response above about 24%, passing the limit was not always enough; further: inactives centre near 1; some results filed as inactive read as strong as hits; reference of the scale not given here
NALP1 inh: inhibitors of NALP1 inflammasome in yeast; S. cerevisiae NALP1/ASC/caspase-1 growth, X-gal OD620, 72 h; inhibition, % at 10 µM; actives 0.61% (n = 280,000); in the data active means inhibition mostly above about 24%, no sharp cut-off; inactive means mostly below about 32%; further: some compounds called inactive have numbers as strong as hits
Active calls of the source: *; ? = inconclusive; / = not tested or not shown; [ ] = another dose, or the depositor's remark.

SMILES	GPR7 antagonist	MEKK3 PB1 HTS	MEKK2 WT-MEK5	FID counter	PHOSPHO1 block	OXTR ag	PfM18AAP inh	MEKK2 mut-MEK5	NALP1 inh
COC(=O)c1cccc(NC(=S)NCc2ccc(Cl)cc2)c1	5	103	105	-6	-7	21*	0	0	35
COc1ccc(C(=S)N2CCNCC2)cc1	-3	102	104	-1	13	-0.4	-5	9	16
CCOC(=O)C1=C(c2ccccc2)NC(SCC)=C(C#N)C1c1cccnc1 (stereo unspecified)	-4	98	102	-18	-30	-1.7	-15	16	18
CC(=O)Nc1ccc(OCCOc2ccc(NC(C)=O)cc2)cc1	3	106	106	-2	23	1.1	-1	6	12
CC(=O)N1CCN(c2nc(N)c(C#N)c(CC#N)c2C#N)CC1	-12	97	102	-6	-8	0.1	-13	1	4
Clc1ccc(Cn2cccc2C2=NCCO2)cc1	-12	106	113	7	36	-1.9	-16	5	-18
O=C(CN1CCC(NC(=O)c2ccccc2Cl)CC1)NCc1ccccc1	-4	99	102	-3	23	0.4	-8	-1	12
CC(=O)Nc1ccc(S(=O)(=O)N2CCN(S(=O)(=O)c3ccccc3)CC2)cc1	-19	103	103	-11	24	0.4	2	4	8
COc1ccc(/C=C/CN2CCN(Cc3ccccc3)C(CCO)C2)cc1 (stereo unspecified)	-8	104	118	12	-8	1.2	2	15	5
Cc1ccc(S(=O)(=O)NC2=NCN(C3CCCCC3)CN2)cc1	-6	/	/	-3	9	0.8	4	/	3
c1ccc(-c2ccccc2OCCn2cncn2)cc1	2	101	104	-4	-3	-1.4	1	6	35
CC1(C(=O)Nc2nccs2)Cc2ccccc2C(=O)O1 (stereo unspecified)	4	?	?	-3	-8	0.9	22	-27	1
COc1ccccc1CN1C[C@@H]2C[C@@H](c3cccc(C)n3)N3CCC[C@@]23C1=O	0	94	95	-6	33	-1.1	-2	-10	8
Cc1nc2ccccc2c(=O)n1/N=C/c1ccc2ccccc2c1O	-16	97	94	3	12	1.1	2	-3	-6
Cc1cc(NC(=O)c2cccc(S(=O)(=O)Nc3cccc(C(=O)O)c3)c2)no1	-14	106	107	-42	16	0.4	-10	6	13
O=C(/C=C/c1ccoc1)c1ccccc1O	-8	91	95	-1	-2	-1.7	6	-2	20
O=C1NCCCN1Cc1ccc(Cl)cc1	3	106	110	-5	27	0.3	-2	7	14
O=C(Cn1cnc2ccccc2c1=O)c1ccccc1	-9	116	103	0	-26	0.0	-5	4	1
O=C(NCCCN1CCCC1)c1ccc(CS(=O)(=O)c2c(Cl)cccc2Cl)o1	-4	105	129	3	33	-0.6	3	8	21
COc1ccc(C(=O)Nc2cccc(C(=O)N/N=C/c3ccc(OC)cc3OC)c2)cc1	0	98	96	-32	14	1.7	1	-3	5
CC(C)CN(/C=N/c1sc2c(c1C#N)CCCCC2)CC(C)C	-7	/	/	-9	39	-1.6	2	/	15
O=C(O)CCN1C(=O)/C(=C/c2cn(-c3ccccc3)nc2-c2cccs2)SC1=S	-7	96	89	-23	78*	/	6	-10	-1
CCN(CC)S(=O)(=O)c1ccc(C(=O)Nc2nnc(C(C)C)s2)cc1	0	111	112	-7	5	0.2	-5	10	/
N/C(=N\c1nc2c(c(=O)[nH]1)CCC2)Nc1cccc2ccccc12	-3	105	103	-1	20	0.0	0	4	-8
O=C(COc1ccccc1)Nc1ccc2c(c1)nc1n2CCOC1	-15	106	101	-6	12	0.3	-1	0	1
COc1ccc(C(=O)c2cccc(C(=O)c3ccc(OC)c(C)c3)c2)cc1C	-12	100	99	-7	18	/	-2	-2	13
CC1=C/C(=C(\c2ccc(O)c(C)c2)c2ccccc2S(=O)(=O)O)C=CC1=O	-14	106	105	-3	29	-0.5	4	21	3
CCN(CC)c1ccc(C2C3CCCCC3(O)CCN2C(=O)c2cccs2)cc1 (stereo unspecified)	-2	100	105	-8	8	-2.0	22	9	27
COc1ccc(C)cc1NC(=O)C1CCN(S(=O)(=O)c2ccccc2)CC1	-15	98	95	-38	42	0.2	11	-4	0
COCCCNC(=O)CCc1nc2cccnc2n1Cc1ccccc1	-9	104	103	-5	18	1.2	-3	4	2
N#CC(c1ccc(Cl)cc1)c1ncc(C(F)(F)F)cc1Cl (stereo unspecified)	1	96	95	-3	8	-1.7	5	1	1
CC1CCCC(NC(=O)C2N(CCCN3CCCC3)C(=O)C3C(C(=O)Nc4ccc(Cl)cc4)C4C=CC32O4)C1C (stereo unspecified)	-11	96	102	18	8	-0.9	0	4	-3
O=C(O)CCCC(=O)NS(=O)(=O)c1ccc(Cl)cc1	-9	106	114	0	13	-0.2	9	6	10
Cc1ccc(C)c(NC(=O)c2ccccn2)c1	0	104	105	-4	14	-1.4	0	7	10
O=C1CC(c2ccccc2)CC(O)=C1C=NCC1CCCO1 (stereo unspecified)	-11	103	103	-6	26	0.7	-2	1	7
CCc1nc2oc3ccc(C)cc3c(=O)c2cc1C(=O)OC	-16	102	105	-3	/	/	2	1	2
CCS(=O)(=O)Nc1c(C)n(C)n(-c2ccccc2)c1=O	8	88	89	-4	2	0.5	-12	-9	8
COc1ccc2oc(C(=O)OCC(=O)N(CCC#N)c3ccccc3)c(C)c2c1	-12	99	104	-35	18	2.1	-6	5	15
Cc1cccc(NC(=O)c2sc(Cl)nc2C)c1C	-5	100	106	0	11	-3.1	0	0	19
CCC(=O)N1CCc2cc(S(=O)(=O)CCC(=O)N3CCN(c4ccc(F)cc4)CC3)ccc21	-3	102	97	-49	22	2.5	-6	-2	19
C=C1CCC(C)C(C)(CCC2=CCOC2=O)C/C=C\C=C/1C(=O)O (stereo unspecified)	/	106	97	/	31	1.1	/	3	2
CCc1ccc(N(CC(=O)Nc2ccc(OC)cc2OC)S(C)(=O)=O)cc1	8	109	107	-28	29	-0.3	3	7	6
CC(C)CC(=O)N/C(N)=N/c1nc2ccccc2s1	-15	108	109	-7	14	-0.1	-12	14	-2
CC1(C)C(=O)C2(CCCCC2)C(=O)OC1c1cccc([N+](=O)[O-])c1 (stereo unspecified)	-14	89	98	1	4	-2.3	2	0	6
COc1ccc(Nc2ccc(C(=O)O)cc2[N+](=O)[O-])cc1	-6	104	99	-2	14	0.1	2	0	21
CCOC(=O)c1cc2sc(C)cc2n1CC(=O)N(CC)CC	14	97	95	-19	6	-1.5	0	-2	6
O=C(CSc1nnc(-c2ccccc2)n1C1CCCCC1)N1CCCC1	-13	74*[inhibitor]	79	-31	0	-0.2	-3	-8	7
COCCC(=O)N1CCC(Oc2ccc(C(=O)NCc3ccon3)cc2)CC1	-14	103	100	-8	21	1.0	8	-2	7
Cc1ccc(CN2CCC(c3cc(-c4cccs4)n[nH]3)CC2)cc1	13	75	97	27	16	7.5	-15	-13	7
CC(=O)c1c(C)[nH]c(C(=O)Nc2cccnc2)c1C	7	101	95	1	15	0.3	-6	-1	24
(list continues)
SMILES	GPR7 antagonist	MEKK3 PB1 HTS	MEKK2 WT-MEK5	FID counter	PHOSPHO1 block	OXTR ag	PfM18AAP inh	MEKK2 mut-MEK5	NALP1 inh
CC1CN(c2nc3ccccn3c(=O)c2/C=C(\C#N)C(N)=O)CC(C)O1 (stereo unspecified)	-13	89	90	-4	1	0.7	-7	-17	6
COc1ccc(C(=O)OCC(=O)Nc2cc(C)c(C)cc2[N+](=O)[O-])cc1	-6	109	107	-19	10	-0.6	-11	4	18
CCOC(=O)CNC(=O)CSc1nnc(-c2ccccc2)c(-c2ccccc2)n1	-9	101	95	-16	15	-1.2	10	-4	-14
Cc1ccc(CCNC(=O)C23CN(Cc4ccccc4)CC2C(c2ccc([N+](=O)[O-])cc2)=NO3)cc1 (stereo unspecified)	3	106	102	-9	45	-1.0	7	0	20
COc1cccc(NC(=O)c2ccccc2Br)c1	-10	112	109	-4	8	-1.1	1	3	8
Cn1cccc1-c1cc(C(=O)N/N=C/C=C/c2ccccc2)[nH]n1	-6	101	102	-16	-40	-0.8	2	0	-8
Cc1cccc(N(C)C(=O)CN2C(=O)COc3ccc(S(=O)(=O)N4CCCCCC4)cc32)c1	11	101	101	-48	5	2.9	0	0	4
CCCOc1ccc(-c2nc(C#N)c(NCC3CCCO3)o2)cc1 (stereo unspecified)	2	101	105	-21	-9	0.9	-7	8	8
Cc1ccc(Nc2ncnc3c2nnn3Cc2ccccc2)cc1	3	132*	134	-11	17	-3.2	-4	29	26
O=C(O)COc1ccccc1C(Nc1ccccn1)c1cc(Cl)c2cccnc2c1O (stereo unspecified)	-10	99	83	-33	21	-1.4	8	-3	27
CC(NC(=O)C(=O)N1CCOCC1)C(c1cccs1)N1CCN(c2ccccc2F)CC1 (stereo unspecified)	9	101	99	-36	12	3.5	-11	3	5
COc1cc(OC)cc(N(C(=O)c2ccco2)C(C(=O)NC2CCCC2)c2ccc(N3CCOCC3)cc2)c1 (stereo unspecified)	-6	101	102	-42	20	0.1	4	7	11
O=C1CCC([N+](=O)[O-])C(c2cccc(Br)c2)N1 (stereo unspecified)	0	96	101	-1	1	0.2	-7	-2	5
Cc1cc(C)n2nc(N)c(N=Nc3ccccc3)c2n1	-19	102	104	0	31	-1.7	6	5	-4
CSc1ccccc1NC(=O)C(=O)c1c[nH]c2ccccc12	-5	106	110	12	56	0.2	5	10	1
COCCCN(C(=O)Nc1ccc(C)c(C)c1)C(C)c1ccccn1 (stereo unspecified)	0	101	99	-7	-18	-1.5	4	-3	-7
O=C(NC(=S)Nc1cccc2c(O)cccc12)c1ccccc1[N+](=O)[O-]	7	94	95	-6	21	3.2	18	-4	20
COC(=O)c1ccc(CSc2nnc(-c3ccncc3)o2)cc1	3	105	108	-23	32	0.4	3	8	6
Cc1ccc(-c2csc3ncnc(SCC(N)=O)c23)cc1	-5	104	104	-14	29	-2.4	0	8	6
COc1cccc(CN2CCN(C3CCN(c4cccc(C)c4C)CC3)CC2CCO)c1 (stereo unspecified)	7	102	100	12	23	1.6	-5	-8	8
Cc1nn(-c2ccccc2)c(C)c1/C=C/C(=O)OCC(=O)N(C)C1CCS(=O)(=O)C1 (stereo unspecified)	19	67	93	-22	29	0.8	-14	-12	9
CCn1c(SCc2cccc(OC)c2)nc2ccccc2c1=O	-5	98	93	-23	6	0.8	0	-5	6
COc1cccc(CN(C)CC(=O)Nc2cccc(C(F)(F)F)c2)c1OC	-8	97	102	7	28	0.3	1	-2	11
O=C(Nc1cc(C(F)(F)F)ccc1N1CCOCC1)c1ccc(F)cc1	-10	101	105	-13	-4	-2.0	-1	4	10
Cn1c(CNC(=O)c2ccccc2F)nnc1SCC(=O)Nc1nnc(C2CC2)s1	0	100	100	-22	10	-0.2	1	-1	-10
COc1ccccc1NC(=S)NNC(=O)c1ccc(Cl)cc1Cl	-13	105	107	-11	-21	4.5	6	4	-2
COc1ccc(C2=CC(=O)CCC2)cc1	/	101	100	/	/	-1.0	/	0	/

Some of the entries above, reformatted.
mol | GPR7 antagonist | MEKK3 PB1 HTS | MEKK2 WT-MEK5 | FID counter | PHOSPHO1 block | OXTR ag | PfM18AAP inh | MEKK2 mut-MEK5 | NALP1 inh
CCn1c(SCc2cccc(OC)c2)nc2ccccc2c1=O | -5 | 98 | 93 | -23 | 6 | 0.8 | 0 | -5 | 6
COc1cccc(CN(C)CC(=O)Nc2cccc(C(F)(F)F)c2)c1OC | -8 | 97 | 102 | 7 | 28 | 0.3 | 1 | -2 | 11
O=C(Nc1cc(C(F)(F)F)ccc1N1CCOCC1)c1ccc(F)cc1 | -10 | 101 | 105 | -13 | -4 | -2.0 | -1 | 4 | 10
Cn1c(CNC(=O)c2ccccc2F)nnc1SCC(=O)Nc1nnc(C2CC2)s1 | 0 | 100 | 100 | -22 | 10 | -0.2 | 1 | -1 | -10
COc1ccccc1NC(=S)NNC(=O)c1ccc(Cl)cc1Cl | -13 | 105 | 107 | -11 | -21 | 4.5 | 6 | 4 | -2
COc1ccc(C2=CC(=O)CCC2)cc1 | / | 101 | 100 | / | / | -1.0 | / | 0 | /
